sPLA2-III inh – Inhibits HGIII-sPLA2 liposome hydrolysis, primary screen. Q9NZ20. QFRET BODIPY PC-A2 liposome hydrolysis, fluorescence. inhibition, % at 12.2 µM. 0.56% of 370,000 active. AID 743126;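 active = inhibition above mean plus 3 SD of compounds lying within the high and low control bounds, cut at about 19% in these data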;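 note: 0% = median of test compound wells and 100% = no enzyme DMSO wells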
Target sequence (Q9NZ20 whole entry, looked up): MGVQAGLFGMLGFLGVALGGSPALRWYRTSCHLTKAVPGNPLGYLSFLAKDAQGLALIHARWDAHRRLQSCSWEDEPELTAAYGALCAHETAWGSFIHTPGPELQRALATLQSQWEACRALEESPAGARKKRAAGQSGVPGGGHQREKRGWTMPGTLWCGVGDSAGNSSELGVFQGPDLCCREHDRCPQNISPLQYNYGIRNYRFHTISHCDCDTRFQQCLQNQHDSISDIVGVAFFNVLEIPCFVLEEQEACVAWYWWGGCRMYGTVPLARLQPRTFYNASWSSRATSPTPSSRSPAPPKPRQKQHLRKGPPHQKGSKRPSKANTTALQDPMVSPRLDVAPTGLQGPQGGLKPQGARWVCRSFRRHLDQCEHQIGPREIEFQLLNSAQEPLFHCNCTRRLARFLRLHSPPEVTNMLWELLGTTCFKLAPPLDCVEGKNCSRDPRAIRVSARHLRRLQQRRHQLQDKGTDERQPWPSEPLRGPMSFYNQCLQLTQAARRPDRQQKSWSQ
ssDAF-12 act – activates DAF-12 receptor from parasite S. stercoralis; HEK293 ssDAF-12/GRIP1 lit1-tk-luc reporter, luminescence; % of 3 µM dafachronic acid response; activation, % at 6.8 µM; 1% of 370,000 active; AID 652126;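 active = activation above the mean over all tested compounds plus 3 SD, cut at about 0.9% in these data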;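 note: 0% = DMSO-only wells and 100% = 3 µM delta7-dafachronic acid wells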
PLC-gamma1 inh – blocks human PLC-gamma1 enzyme activity; 0.84% of 370,000 active; inhibition, % at 12.2 µM; purified PLC-gamma1, fluorogenic substrate, fluorescence; AID 720700; in the data active = inhibition above about 9.5%
ADAM17 inh – inhibitors of human ADAM17; 0.83% of 370,000 active; recombinant ADAM17, EDANS/DABCYL FRET peptide cleavage; inhibition, % at 6.95 µM; P78536;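 active = inhibition above the mean of compounds lying between control limits plus 3 SD, set per campaign, cut at about 8.5% in these data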;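 note: 0% = DMSO-only wells as the low control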
hcDAF-12 act – activates DAF-12 receptor from parasite H. contortus; HEK293 hcDAF-12 lit1-tk-luc reporter, luminescence; 0% DMSO, 100% Δ7-dafachronic acid; activation, % at 6.8 µM; 1.4% of 370,000 active;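 active = activation above the mean of all tested compounds plus 3 SD, cut at about 5.5% in these data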;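 note: 100% = response to 3 µM Δ7-dafachronic acid high control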
DAX1 inh-1 – blocks DAX1 repression of SF-1 activated StAR promoter. inhibition, % at 6.8 µM. 1.1% of 370,000 active. HEK293T StAR-luciferase reporter, SF-1/DAX-1 repression relief. AID 652010;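 active = inhibition above the mean over all tested compounds plus 3 SD, cut at about 3.6% in these data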;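 note: 0% = DAX-1 cells with DMSO and 100% = cells lacking DAX-1 with DMSO; higher inhibition means more luminescence from relief of DAX-1 repression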
DAX1 inh-2 – inhibits human nuclear receptor DAX1; inhibition, % at 6.75 µM; 0.99% of 340,000 active; AID 504766; HEK293 Gal4-DAX1 luciferase reporter, luminescence; P51843;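 active = inhibition above the mean over all tested compounds plus 3 SD, cut at about 4.2% in these data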;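 note: 0% = DAX1-transfected cells with DMSO and 100% = empty-vector control cells with DMSO; inhibition shows as a rise in luminescence from relieved DAX1 repression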
Target sequence (P51843 207-470 limits assumed): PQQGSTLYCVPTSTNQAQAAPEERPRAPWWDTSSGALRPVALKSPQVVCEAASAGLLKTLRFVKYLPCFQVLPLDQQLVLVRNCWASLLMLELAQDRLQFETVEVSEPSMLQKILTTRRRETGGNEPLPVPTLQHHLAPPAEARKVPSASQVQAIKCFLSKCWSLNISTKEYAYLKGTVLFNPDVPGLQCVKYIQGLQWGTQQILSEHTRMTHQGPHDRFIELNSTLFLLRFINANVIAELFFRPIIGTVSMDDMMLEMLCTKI
ADAM10 inh – inhibits human ADAM10; recombinant ADAM10, EDANS/DABCYL FRET peptide cleavage, 3 h; inhibition, % at 7 µM; 0.62% of 370,000 active;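 active = inhibition above a per-campaign cutoff equal to the mean of compounds falling between control-based bounds plus 3 SD, cut at about 20% in these data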;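 note: 0% = DMSO wells while the 100% control is not disclosed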
PLCb3 inh – inhibitors of human phospholipase C beta3; Q01970; Purified PLC-beta3, fluorogenic substrate, fluorescence; inhibition, % at 12.2 µM; 0.18% of 370,000 active; AID 720704; in the data active = inhibition above about 11%;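 note: 0% = median of compound wells on plate and 100% = full blocker control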
FXN GAA850 act – increases GAA850 frataxin promoter reporter activity; HEK293 lucGAA850 FXN promoter luciferase reporter, 24 h; percent of 10 µM SAHA response; activation, % at 6 µM; 0.56% of 360,000 active; AID 540364;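 active = activation above the average of all compounds screened plus 3 SD, cutoff fixed separately per campaign, cut at about 7.5% in these data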;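 note: 0% = DMSO wells and 100% = 10 µM SAHA wells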
hgDAF12 agonist – hgDAF-12 agonism, primary luciferase screen; HEK293 GAL4-hgDAF12 UAS-luciferase reporter, agonist luminescence; normalized to butyrate control; activation, % at 6.8 µM; 1.8% of 370,000 active; AID 687014;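 active = activation above a cutoff set at the mean of all screened compounds plus 3 SD, cut at about 10% in these data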;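 note: 0% = DMSO wells and 100% = sodium butyrate wells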
Active calls of the source: *; i = inactive; · = not tested or not shown.

mol	sPLA2-III inh	ssDAF-12 act	PLC-gamma1 inh	ADAM17 inh	hcDAF-12 act	DAX1 inh-1	DAX1 inh-2	ADAM10 inh	PLCb3 inh	FXN GAA850 act	hgDAF12 agonist
Clc1cccc(OCCCCCN2CCOCC2)c1	3	-0.8	-12	-4	-0.3	-0.9	0.8	-4	-18	-1.5	-1.4
CCOC(=O)c1ccc(S(=O)(=O)N2CCN(S(=O)(=O)CC)CC2)cc1	7	-0.1	3	-2	1.4	-0.6	0.1	-12	5	0.7	1.3
NC(=O)CC(NC(=O)Cc1ccc(Cl)cc1)c1ccc(NC2CCN(Cc3ccccc3)CC2)c([N+](=O)[O-])c1 (configuration not stated)	-3	-0.8	4	4	0.6	-0.5	0.1	-1	2	-0.5	-3.9
CCSc1ccccc1C(=O)NC1CCCCC1	0	-1.1	0	0	-1.5	-0.3	-1.1	-5	-1	1.0	0.5
CCc1ccc2[nH]c(=O)c(CN(Cc3ccc4c(c3)OCO4)C(=O)c3ccco3)cc2c1	-8	-0.8	-5	2	-0.9	-0.9	·	-5	-9	·	0.7
C[C@@H]1CN([C@@H](C)CO)C(=O)c2cc(Br)cnc2O[C@H]1CN(C)C(=O)c1cccc(F)c1	15	-1.3	0	-4	-1.2	0.3	0.9	-2	0	-0.5	-0.3
S=C(NCCc1ccccc1)NCCN1CCOCC1	5	-1.9	0	-2	-0.3	0.7	-0.5	-2	-3	-0.4	-0.2
O=C(NCC1CCCO1)c1ccc2c(c1)N(Cc1ccc(Cl)cc1)CCS2 (configuration not stated)	1	-0.5	i	i	-1.1	-0.3	-0.5	i	i	-1.9	0.3
CCOC(=O)C1=C(C(F)(F)F)Nc2ncnn2C1c1cc(OC)c(OC)cc1OC (configuration not stated)	8	-1.7	3	0	-0.1	-0.5	-0.3	-6	4	1.5	0.2
O=C(Cc1ccccc1[N+](=O)[O-])NCCC1=CCCCC1	-4	-1.5	-2	-1	-0.4	1.7	0.1	-2	-6	2.6	1.7
COc1ccc(-n2c(Cc3cccn3C)nnc2SCC(=O)N2CCCC2)cc1	1	-1.1	-5	-3	-0.9	0.8	0.5	-9	-8	-0.1	-2.0
CCCn1c(SCC(=O)NC23CC4CC(CC(C4)C2)C3)n[nH]c1=O	2	-1.6	0	-8	-1.6	-0.2	-0.4	-1	2	2.0	-1.4
Cc1ccc2c(c1)nc(NCCCO)n2C	4	-0.7	2	-1	-1.2	-0.2	0.0	2	1	1.4	-0.1
CNC(=O)COc1ccc(S(=O)(=O)Nc2ccccc2)cc1	10	-0.4	0	-4	0.0	1.6	0.3	-6	1	0.6	-2.7
COc1cc(OC)c(N(C)C(=O)c2cc3c(s2)-c2ccccc2S(=O)(=O)C3)cc1Cl	-10	-1.0	0	-2	-2.6	0.0	-0.8	-6	1	0.4	3.1
Cc1nc2ccc(NC(=O)Cc3cccs3)cc2s1	7	-0.3	8	3	2.8	2.4	0.1	11	2	2.1	8.4
CC1=CC(C)C2COC(c3ccc[n+](C)c3)C1C2C (configuration not stated)	0	-0.9	1	-1	-1.6	1.7	1.3	-3	1	-0.2	-0.2
O=C(NNC(=O)c1ccccc1Cl)c1ccncc1	2	-1.0	4	2	-0.8	-0.7	-0.4	0	4	0.4	1.8
Cc1ccc(C)c(S(=O)(=O)ON2C(=O)c3ccccc3C2=O)c1	1	-0.9	-3	-10	0.6	0.2	0.6	-31	0	2.9	-1.0
CC(=O)c1nnn(-c2ccc([N+](=O)[O-])cc2C)c1C	0	-1.2	1	-2	-1.2	-0.1	0.8	-1	4	3.4	0.3
COc1ccc(N(CC(=O)Nc2ccc(F)cc2F)S(=O)(=O)c2c(C)nn(C)c2C)cc1	1	-1.2	0	2	1.5	-0.3	0.4	10	-3	-0.7	-0.6
O=C1c2ccccc2C(=O)N1OS(=O)(=O)c1ccc(F)cc1	-4	-1.2	-12	-32	-0.9	0.1	-0.7	-85	-24	0.5	-0.2
O=C(NC(=S)Nc1ccccc1N1CCOCC1)c1cccs1	6	-0.1	1	4	1.3	-0.9	-1.6	15	1	2.5	-1.1
CCCc1cc(C(=O)OC)c(NC(=O)CCC(=O)O)s1	4	-1.2	1	2	-1.4	0.2	-3.1	4	1	-0.8	-2.1
CCCCC(NC(=O)Cc1c(C)c2cc3c(C)c(C)oc3c(C)c2oc1=O)C(=O)O (configuration not stated)	-6	-0.8	-329	-90	3.9	-0.1	2.0	-209	i	-1.2	-0.1
CCOC(=O)C(CC)/C(C)=N\NC(=O)CCC(=O)Nc1ccc(Cl)cc1Cl (configuration not stated)	-4	-0.4	1	-2	-0.6	0.3	0.8	-6	-1	2.2	-1.2
COc1ccc(C(=O)NC(Cn2ccnc2)C(C)(C)C)cc1OC1CCN(C(C)C)CC1 (configuration not stated)	1	-0.9	1	1	2.9	0.0	0.9	-2	-9	1.6	2.1
COc1ccc(Cl)cc1CC1(C)C(=O)Nc2c(Cl)cccc21 (configuration not stated)	1	-1.6	4	3	-2.2	-2.2	·	10	3	-0.3	-2.4
Cc1ccc(NS(=O)(=O)c2ccc(OCC(=O)NCc3ccccn3)cc2)cc1	-7	-0.5	-1	-3	-2.0	-1.7	-0.8	4	-5	0.2	2.4
Cc1nn(-c2ccc(C(=O)Nc3nnc(C4CC4)s3)cc2)c(C)c1Cl	2	-1.3	-4	-5	-1.6	0.0	1.1	-4	1	1.1	0.8
Cc1ccc(CN2CCN(CCCn3cccn3)CC2CCO)cc1 (configuration not stated)	-3	-0.9	-2	-3	0.4	1.5	-0.4	3	-4	0.8	-0.5
Cc1sc2nc(CN3CCOCC3)nc(NCCc3ccccc3)c2c1C	1	-1.6	-67	-69	-3.4	-1.8	1.2	-214	-109	1.0	-2.5
Cc1nc(SCC(=O)NCC2CCCO2)nc(C)c1C (configuration not stated)	-2	0.3	8	1	1.3	0.8	-0.2	-7	-3	0.0	1.5
COc1ccc(OC)c(NC(=O)Cc2cccs2)c1	-1	-1.0	0	2	1.8	0.2	-0.7	3	-9	-0.8	0.7
N#Cc1c(-n2cccc2)cccc1-n1cccc1	2	-2.1	1	-2	-2.3	-1.2	0.8	0	-3	4.2	-1.2
CC(C)(C)C(=O)NC1CC2CCCC(C1)N2C(=O)Nc1ccccc1 (configuration not stated)	0	-1.1	2	-3	-2.5	-0.1	0.1	-1	-2	2.3	-1.3
O=C(CSc1ccccc1)NCc1ccco1	3	-1.6	2	-1	-0.7	0.1	-0.6	3	1	1.6	-0.8
Cc1cccc(N2CCN(C(=O)c3noc4c3COc3ccc(C)cc3-4)CC2C)c1 (configuration not stated)	3	-1.0	-1	2	1.6	1.3	1.2	-2	-4	-1.2	-0.6
O=C(N/N=C/c1ccc[nH]1)c1sc2ccccc2c1Cl	-2	-0.1	-37	2	4.4	0.1	-1.0	1	-42	3.3	5.7
CSc1nsc(SCC(=O)N2CCCCC2)n1	0	-2.0	4	0	0.4	0.7	0.1	3	-3	4.9	7.6
COc1ccc(C(=O)OCC(=O)NCC2CCCCC2)cc1S(=O)(=O)N1CCCc2ccccc21	-4	-0.8	1	-1	0.7	0.2	0.5	4	2	-0.8	-0.4
CCN1CCN(C(=O)N(CC(=O)Nc2ccc(C(N)=O)cc2)S(=O)(=O)c2ccc(C)cc2)CC1	8	-0.8	-59	0	0.1	0.0	-1.8	-14	1	-0.7	-1.3
CN1C(=O)N(c2nnc(C(C)(C)C)s2)C(=O)C1c1ccccc1 (configuration not stated)	6	-1.8	-2	-1	-1.9	-0.3	-0.6	-4	-9	2.2	-1.2
Cc1ccc(N(CC(=O)O)S(=O)(=O)c2cccc3nonc23)cc1	4	-0.6	5	-5	-0.2	0.6	0.5	-4	3	-1.3	-0.3
Cc1cc2c(c(=O)o1)C1(C(=O)N(CC(=O)O)c3ccccc31)C(C#N)=C(N)O2 (configuration not stated)	1	0.1	-3	-3	0.5	-0.2	-0.1	-4	-4	1.3	-0.7
CCOc1ccc(C(CC(=O)O)NC(=O)c2cccs2)cc1OC (configuration not stated)	7	-0.9	0	-5	-0.2	0.0	2.2	-11	0	-0.3	0.2
N#Cc1ccccc1S(=O)(=O)N1CCN(CC(O)c2ccccc2)CC1 (configuration not stated)	3	-1.0	1	-2	-1.0	-0.8	-0.6	1	-2	1.4	6.4
CCn1c(C(C)NC(=O)c2cccs2)nc2ccccc21 (configuration not stated)	-5	-0.9	2	-1	3.6	-0.8	0.0	-3	3	-0.4	0.0
COc1ccc(C)cc1NC(=O)C(CCS(C)(=O)=O)NC(C)=O (configuration not stated)	-4	-0.9	0	-4	-2.2	-0.5	0.8	-5	2	0.3	0.0
Cc1ccsc1/C=N\NC(=O)CCc1c(C)n[nH]c1C	0	-2.1	-1	-7	3.2	-0.1	-0.4	-10	-2	-0.1	1.4
O=C(NC1CCC(O)CC1)c1ccc(-c2ccc([N+](=O)[O-])cc2)o1 (configuration not stated)	-2	-1.0	-25	-9	-0.8	-0.5	3.4	-15	-51	2.8	0.5
CCOC(=O)c1sc(=S)n(-c2ccc(F)c(F)c2)c1N	5	-1.6	2	-1	0.5	-1.2	0.4	0	1	3.0	-1.9
CN(Cc1ccccc1)C(=O)c1[nH]cnc1C(=O)Nc1ccccc1F	1	0.6	-2	-4	1.3	-0.1	0.5	-11	2	0.8	1.1
O=C(Nc1cccc(F)c1)c1cccc(S(=O)(=O)N2CCOCC2)c1	-4	-1.4	1	-1	-2.0	-1.4	-2.4	6	3	0.8	-3.9
CC(=O)Nc1ccc(CN2C(=O)C(C)(C)ON=C2c2ccc(C(F)(F)F)cc2)cc1	3	-0.8	4	-1	0.5	-1.0	·	10	7	-1.8	-0.3
COc1ccccc1OCC(=O)Nc1cccc(-c2nnc(-c3ccco3)o2)c1	-1	-1.7	3	-2	-2.7	0.2	-0.4	-18	-8	4.9	-1.6
Cc1cc(C)c2c(CC(=O)O)c(C)[nH]c2c1	-3	-0.6	-123	-11	0.2	-0.4	-0.3	-37	-146	2.0	-1.0
CCC1=NN2C(=N)/C(=C\c3ccc(OCCOc4ccccc4)c(OC)c3)C(=O)N=C2S1	-5	-0.2	-2	-3	-0.8	-0.3	·	-5	-9	·	0.9
CCOC(=O)c1c(C)nc(C)c(C(=O)OCC)c1-c1cccc([N+](=O)[O-])c1	3	-0.9	1	-1	-2.5	0.1	0.1	-1	6	1.1	-0.1

Source: PubChem BioAssay
